# Compound activity: PubChem, several laboratories
# Shn3 3UTR inh: Schnurri-3 reporter inhibition in Clone20 osteoblasts; inhibition, % at 12.5 µM; hit rate 0.52% among 360,000; AID 588674; Clone20 osteoblast Shn3 3'UTR firefly luciferase, 24 h;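 active means mean inhibition of at least 75% with every replicate also reaching 75%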;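 further: 0% = median of neutral control wells and 100% = pilot-screen positive control compound; some compounds past the cut are filed as inactive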
# LMP1 NFkB inh: Epstein-Barr LMP1 NF-kappaB reporter inhibition; LMP1-induced NF-kappaB luciferase reporter cells, luminescence; inhibition, % at 12.5 µM; hit rate 0.69% among 350,000; in the data active means inhibition above about 41%;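 further: 0% = neutral control wells and 100% = reference inhibitor control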
# SRC1 inh: inhibitors of human steroid receptor coactivator 1 (SRC1); Q15788; HEK293 GAL4-SRC1 luciferase reporter, luminescence; inhibition, % at 3.6 µM; hit rate 0.12% among 360,000;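 active means inhibition above the campaign mean plus 3 SD, with each screening campaign given its own cutoff, cut at about 60% in these data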;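 further: 0% = DMSO treated cells and 100% = gossypol at 36 µM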
# SRC3 inh: inhibits human SRC3 coactivator | Q9Y6Q9 | HEK293 GAL4-SRC3 luciferase reporter, luminescence | inhibition, % at 3.6 µM | hit rate 0.17% among 360,000 | AID 588352;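 active means inhibition above a per-campaign cutoff, the mean of all compounds plus 3 SD, cut at about 60% in these data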;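 further: 0% = DMSO-treated cells and 100% = gossypol-treated cells at 36 µM; higher means less SRC3-driven luciferase light from the GAL4 reporter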
# KKLEB tox: reduces viability of KKLEB cystic fibrosis airway cells. hit rate 0.36% among 360,000. KKLEB CF airway cells viability, ATPlite luminescence, overnight; stronger effect = lower value; cells stimulated with P. aeruginosa culture filtrate. activity change (cytotoxicity), % at 5 µM;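 active means corrected activity change at or below -50% at 5 µM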
# NR5A2 inv ag: inverse agonists of human LRH-1 (NR5A2); O00482; HEK293T StAR-luciferase reporter, LRH-1 transfected, 24 h; inhibition, % at 3.6 µM; hit rate 0.13% among 360,000; AID 602396;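 active means inhibition above the mean inhibition of all tested compounds plus 3 SD, cut at about 73% in these data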;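 further: 0% = DMSO wells and 100% = reporter-only cells lacking LRH-1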
# Target sequence (O00482 whole entry, looked up): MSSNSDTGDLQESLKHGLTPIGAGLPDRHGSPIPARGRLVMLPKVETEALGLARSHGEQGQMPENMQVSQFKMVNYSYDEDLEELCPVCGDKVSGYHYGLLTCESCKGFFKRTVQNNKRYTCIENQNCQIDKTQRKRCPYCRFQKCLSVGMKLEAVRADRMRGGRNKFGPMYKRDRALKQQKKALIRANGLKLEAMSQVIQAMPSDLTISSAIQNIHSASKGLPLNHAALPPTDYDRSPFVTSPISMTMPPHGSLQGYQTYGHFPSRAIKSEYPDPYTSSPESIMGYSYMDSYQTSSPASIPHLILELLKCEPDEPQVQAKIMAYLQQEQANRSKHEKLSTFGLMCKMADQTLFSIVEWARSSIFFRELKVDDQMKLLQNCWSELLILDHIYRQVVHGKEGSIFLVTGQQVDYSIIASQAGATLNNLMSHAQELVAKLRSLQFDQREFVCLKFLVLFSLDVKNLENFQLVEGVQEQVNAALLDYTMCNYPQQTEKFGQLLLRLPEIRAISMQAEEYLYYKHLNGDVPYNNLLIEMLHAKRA
# NR2F2 inh: NR2F2 (human) inhibition, primary screen; inhibition, % at 8.6 µM; AID 686940; hit rate 0.7% among 370,000; P24468; HEK293T NGFI-A luciferase reporter, luminescence;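 active means inhibition above a per-plate cutoff, mean inhibition of test wells between control levels plus 3 SD, cut at about 38% in these data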;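 further: cells cotransfected with COUP-TFII expression vector driving the NGFI-A reporter; 0% = median of COUP-TF2 test wells and 100% = reporter-only cells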
# Target sequence (P24468 whole entry, looked up): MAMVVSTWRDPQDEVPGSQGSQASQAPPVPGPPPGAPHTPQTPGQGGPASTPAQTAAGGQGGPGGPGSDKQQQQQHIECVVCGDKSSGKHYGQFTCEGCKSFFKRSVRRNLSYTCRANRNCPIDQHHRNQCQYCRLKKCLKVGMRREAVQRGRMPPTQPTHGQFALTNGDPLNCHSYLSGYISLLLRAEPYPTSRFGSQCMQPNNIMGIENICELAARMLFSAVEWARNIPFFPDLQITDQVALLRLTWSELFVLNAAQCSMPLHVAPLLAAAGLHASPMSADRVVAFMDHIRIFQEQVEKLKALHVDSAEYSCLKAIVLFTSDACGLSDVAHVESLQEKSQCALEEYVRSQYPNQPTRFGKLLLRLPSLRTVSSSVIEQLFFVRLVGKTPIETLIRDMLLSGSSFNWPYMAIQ
# CF NFkB inh: blocks PAF-induced NF-kB reporter in cystic fibrosis cells. KKLEB NF-kB-GFP reporter, GFP fluorescence overnight. inhibition, % at 5 µM. hit rate 0.86% among 360,000;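 active means at least 50% inhibition at 5 µM, scaled per plate between neutral and stimulator controls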;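 further: PAF is a Pseudomonas aeruginosa culture filtrate used as stimulus; plate controls were PAF-stimulated DMSO wells for no effect and unstimulated DMSO wells for full effect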
# TRAIL sens C8: caspase-8 TRAIL sensitization | NB7+C8 cells + TRAIL, ATPlite viability luminescence | inhibition (viability loss, TRAIL sensitization), % at 10 µM | hit rate 1% among 360,000 | AID 624354;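 active means compounds causing at least 50% loss of cell viability in the single-dose screen, relative to plate controls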
# TROY NFkB inh: inhibitors of TROY-dependent NF-kB signaling; Q293 LMP1-TROYcd NF-kB luciferase reporter, 4 h; hit rate 0.98% among 360,000; inhibition, % at 10 µM; AID 1347056;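 active means compounds whose plate-normalised and pattern-corrected inhibition of the luciferase reporter signal at the single screening dose is 50% or more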
# TWEAK-Fn14 inh: blocks TWEAK-Fn14 interaction in a reporter cell assay; inhibition, % at 10 µM; hit rate 2% among 360,000; TWEAK-stimulated Fn14 reporter cells, luciferase luminescence, 8 h; AID 1159606; in the data active means inhibition above about 50%
# * = called active by the depositor; / = no result given. Some of the compounds tested. The share of hits here may be higher or lower than overall.
# Values run as follows: Shn3 3UTR inh	LMP1 NFkB inh	SRC1 inh	SRC3 inh	KKLEB tox	NR5A2 inv ag	NR2F2 inh	CF NFkB inh	TRAIL sens C8	TROY NFkB inh	TWEAK-Fn14 inh
[1] CN(C)CCN(C(=O)c1ccc2c(c1)CCCC2)c1nc2cc3c(cc2s1)OCCO3
    -16	-28	-19	-20	-20	-7	-61	26	18	-19	-25
[2] CNc1nc2ccccc2n(C)c1=O
    12	-8	1	-10	0	4	-7	-1	-3	7	10
[3] O=C(/C=C/c1ccccc1)Nn1cnnc1
    -7	-5	-10	-8	2	-11	-14	-4	17	1	7
[4] COc1ccc(OCC(O)CN2CC(C)OC(C)C2)cc1 (stereo unspecified)
    -5	-6	-5	-7	7	-1	15	0	-11	-10	12
[5] CC(=O)NC(c1ccccc1)c1nc(-c2cccs2)cs1 (stereo unspecified)
    -3	/	4	10	10	-11	-13	-52	2	-2	-8
[6] Cc1c(NC(=O)C(C#N)=C2CCCCC2)c(=O)n(-c2ccccc2)n1C
    -7	-7	-22	8	4	3	-6	4	-5	0	9
[7] O=C(O)CCCN1C(=O)/C(=C/C=C/c2ccco2)SC1=S
    17	-5	-9	6	-2	0	28	11	7	5	15
[8] CSc1ccccc1OCc1cc(C(=O)NCCc2ccco2)no1
    8	-17	-41	-30	-3	-45	-1	0	-4	-39	-23
[9] Cc1cc(C)cc(N(C(=O)c2ccco2)C(C(=O)NC2CCCC2)c2ccncc2)c1 (stereo unspecified)
    6	-1	-31	9	2	8	8	-7	-19	8	-4
[10] Cc1ccc(C(=O)N[C@H](C(=O)Nc2cccc(S(=O)(=O)N3CCOCC3)c2)C(C)C)cc1
    7	3	6	-6	-3	-11	4	-14	-18	0	3
[11] CC1C(=O)N2CCCc3cc(S(=O)(=O)N(C)CCC#N)cc1c32 (stereo unspecified)
    17	3	8	6	21	-13	4	-7	-10	22	-6
[12] CCOC(=O)c1cnc2c(C)cc(C)cc2c1NCCCN1CCOCC1
    -16	-2	15	12	-11	19	11	-25	4	-18	-46
[13] COc1ccnc(N2CCN(c3ccc(Cl)cc3)CC2)c1C#N
    17	20	5	-6	11	-25	6	-23	-10	8	10
[14] Cc1cc2ncn(S(=O)(=O)c3ccc(S(N)(=O)=O)cc3)c2cc1C
    4	5	-20	-16	-9	-12	9	-11	-13	0	0
[15] CC(=O)N(/C=C1\SC(=S)N(c2ccccc2)C1=O)c1ccccc1
    -5	-7	-11	-11	-12	-15	-1	-9	-13	-37	-11

# Given as tab-separated lines: part of the list above
cpd	compound	Shn3 3UTR inh	LMP1 NFkB inh	SRC1 inh	SRC3 inh	KKLEB tox	NR5A2 inv ag	NR2F2 inh	CF NFkB inh	TRAIL sens C8	TROY NFkB inh	TWEAK-Fn14 inh
5	CC(=O)NC(c1ccccc1)c1nc(-c2cccs2)cs1 (stereo unspecified)	-3	/	4	10	10	-11	-13	-52	2	-2	-8
6	Cc1c(NC(=O)C(C#N)=C2CCCCC2)c(=O)n(-c2ccccc2)n1C	-7	-7	-22	8	4	3	-6	4	-5	0	9

# The list continues.
# Values run as follows: Shn3 3UTR inh	LMP1 NFkB inh	SRC1 inh	SRC3 inh	KKLEB tox	NR5A2 inv ag	NR2F2 inh	CF NFkB inh	TRAIL sens C8	TROY NFkB inh	TWEAK-Fn14 inh
[16] CCc1ccc(NC2=CC(=O)C(=O)c3ccccc32)cc1
    33	-29	-33	-32	-91*	-17	-36	96*	93*	40	19
[17] CCOc1ncccc1C(=O)Nc1ccc(F)c(Cl)c1
    -4	-8	6	-9	-4	0	22	7	-4	10	-9
[18] Cc1cc(C)c(C(=O)O)c(CC(C)(C)C(=O)O)c1
    -10	4	6	10	-5	17	3	10	17	4	6
[19] COc1ccc(N2CC(NC(=O)c3cccc4ccccc34)CC2=O)cc1OC (stereo unspecified)
    7	7	-28	-27	8	1	11	-3	-16	3	2
[20] Cc1cccc(C)c1OCCCCn1cnc2ccccc2c1=O
    1	-2	1	-10	-14	20	-10	20	-19	-6	-2
[21] O=C(C(c1ccccc1)C(O)c1ccccc1)N1CCOCC1 (stereo unspecified)
    15	13	-12	-15	-5	-21	17	-2	-8	1	23
[22] CN(CCOc1ccccc1)C(=O)c1cc(S(=O)(=O)N2CCOCC2)ccc1Cl
    1	-13	3	3	-1	16	-10	-8	8	-16	-10
[23] COC(=O)N/N=C/c1c(C)nn(-c2cccc(Cl)c2)c1Cl
    2	3	-14	-14	-6	-3	8	12	30	-21	7
[24] CN(C)/N=C/c1ccc(Sc2ccc([N+](=O)[O-])cc2[N+](=O)[O-])o1
    12	-14	4	7	-11	12	12	14	-7	11	39
[25] CS(=O)(=O)N(CC(=O)N1CCN(c2ccc(F)cc2)CC1)c1ccc(F)c(Cl)c1
    19	1	-13	-10	-4	4	18	3	-8	7	7
[26] Cc1nn(CCCC(=O)Nc2cccnc2)c(C)c1[N+](=O)[O-]
    -8	-3	-2	-6	-12	-9	-23	9	-10	-1	8
[27] O=C(Cc1ccccc1)NCC(=O)OC(c1ccccc1)c1ccccc1
    7	-2	-5	0	18	2	-9	0	-4	2	-1
[28] COCCNc1ccc([N+](=O)[O-])cc1C(=O)Nc1cccc(C)n1
    6	1	-108	-3	-8	-8	-1	6	-8	-21	-4
[29] O=C(c1ccccc1)N1CCN(CC#CC2(O)CCCCC2)CC1
    -39	-4	2	-51	-11	20	-3	5	-3	2	-2
[30] Cn1c(=O)c2cc(S(=O)(=O)NCCC(=O)NC3CCCCCC3)ccc2n(C)c1=O
    4	5	10	6	-2	7	18	-7	0	22	-9

# Other compounds follow:
# Values run as follows: Shn3 3UTR inh	LMP1 NFkB inh	SRC1 inh	SRC3 inh	KKLEB tox	NR5A2 inv ag	NR2F2 inh	CF NFkB inh	TRAIL sens C8	TROY NFkB inh	TWEAK-Fn14 inh
[31] CCOc1ccccc1NC(=O)CSc1nnc(CNC(=O)c2cccs2)o1
    11	-7	1	4	8	4	-4	-12	-3	-19	-26
[32] CC(Oc1ccc(Cl)cc1)C(=O)OCC(=O)Nc1ncc(Cl)cc1Cl (stereo unspecified)
    3	-5	-6	-17	7	7	11	2	-1	-10	-11
[33] Cc1ccc2scc(CN3CCCC3)c2c1
    14	5	6	5	-1	-2	-8	10	5	-5	2
[34] CCCCNS(=O)(=O)c1cccc(NC(=O)[C@@H]2O[C@H](CO)[C@@H](O)[C@H]2O)c1
    -3	/	7	5	10	19	15	-19	-2	7	0
[35] Cc1cc2ccccc2c(=O)n1CC(=O)NCC(=O)N(C)Cc1ccccc1
    -2	-2	-5	10	7	-5	17	7	-11	2	11
[36] O=C1Cc2ccccc2N1c1c(Cl)cccc1Cl
    -1	-5	-27	18	11	23	-19	12	-11	2	4
[37] Cc1ccc(C(=O)COC(=O)CN2C(=O)C3CC=CCC3C2=O)cc1[N+](=O)[O-] (stereo unspecified)
    -1	-5	4	17	11	14	6	-31	-18	-4	-2
[38] COc1ccc2c(c1)[nH]c1c(=O)n(/N=C/C3C(C)C=C(C)CC3C)c(=O)[nH]c12 (stereo unspecified)
    26	-40	-29	8	8	9	-2	-13	10	6	0
[39] Cc1cc2c(c(=O)n1Cc1ccccn1)C(C(C)C)C(C#N)=C(N)O2 (stereo unspecified)
    -8	-18	0	3	-2	1	-11	-18	-15	11	-4
[40] Cc1ccccc1-c1cnc2c(c1)C(=O)N([C@H](C)CO)C[C@@H](C)[C@H](CN(C)C(=O)c1ccncc1)O2
    10	-3	-11	-14	22	7	-7	-14	-1	-1	-15
[41] CCc1noc(C)c1C(=O)Nc1cc(Cl)ccc1-n1cncn1
    -16	-2	-7	-2	-7	-8	8	-5	11	6	12
[42] CC1(C)Cc2c(C#N)c(N3CCN(C(=O)c4ccccc4)CC3)nc(Cc3ccccc3)c2CO1
    21	1	1	16	-12	-6	2	12	-2	-4	45
[43] CC(=O)Nc1ccc(C(=O)OCC(=O)c2ccc(S(=O)(=O)N3CCCCC3)cc2)cc1
    -4	3	18	12	22	24	-19	-18	9	-8	-11
[44] C=CCOc1ccc2nc(NC(=O)OC)[nH]c2c1
    -19	-3	-41	-31	-32	9	-67	34	8	-7	0
[45] O=C(CCC(=O)N(CC(=O)NC1CCCCC1)Cc1ccc(F)cc1)Nc1nccs1
    13	-5	0	-6	1	-1	-7	16	-24	-26	-26

# Three entries from above, arranged by their value in SRC3 inh, high to low:
no.	SMILES	SRC3 inh
42	CC1(C)Cc2c(C#N)c(N3CCN(C(=O)c4ccccc4)CC3)nc(Cc3ccccc3)c2CO1	16
43	CC(=O)Nc1ccc(C(=O)OCC(=O)c2ccc(S(=O)(=O)N3CCCCC3)cc2)cc1	12
35	Cc1cc2ccccc2c(=O)n1CC(=O)NCC(=O)N(C)Cc1ccccc1	10

# Records listed so far marked active in CF NFkB inh.
cpd | canonical_smiles | Shn3 3UTR inh | LMP1 NFkB inh | SRC1 inh | SRC3 inh | NR5A2 inv ag | NR2F2 inh | CF NFkB inh | TWEAK-Fn14 inh
16 | CCc1ccc(NC2=CC(=O)C(=O)c3ccccc32)cc1 | 33 | -29 | -33 | -32 | -17 | -36 | 96* | 19

# New compounds follow
# Values run as follows: Shn3 3UTR inh	LMP1 NFkB inh	SRC1 inh	SRC3 inh	KKLEB tox	NR5A2 inv ag	NR2F2 inh	CF NFkB inh	TRAIL sens C8	TROY NFkB inh	TWEAK-Fn14 inh
[46] Cc1nc2cc(NC(=O)CS(=O)(=O)c3ccc(F)cc3)ccc2s1
    -34	-2	-35	-19	0	-34	4	-16	5	-37	0
[47] CC(=O)c1sccc1NC(=O)CC(C)(C)CC(=O)O
    -6	/	-7	-1	-2	-1	2	-31	1	-17	9
[48] O=c1cc(C(F)(F)F)c2sc(N3CCCCC3)nc2[nH]1
    -19	3	-4	1	-2	-2	-16	1	-3	23	3
[49] CCOC(=O)CN(C(=O)CSc1nnc(COc2ccc(OC)cc2)n1CC)c1ccccc1
    12	-5	-23	15	-12	7	24	26	-12	1	-1
[50] Cc1nc(CS(=O)(=O)c2ccccc2)cc(N2CCOCC2)n1
    -2	-8	-7	0	-1	-29	-29	4	-16	-10	-14
[51] CCc1ccc(-c2nc(CS(=O)CC(=O)NCc3ccc4c(c3)OCO4)c(C)o2)cc1 (stereo unspecified)
    -9	2	-9	-23	15	37	-8	-10	4	-6	22
[52] CCc1nc(N)nc2c1C(=O)CC(C)(C)C2
    -33	-1	-17	14	-12	19	1	12	-5	-23	23
[53] C[C@@H]1CN([C@@H](C)CO)C(=O)CCCn2nncc2CO[C@@H]1CN(C)S(=O)(=O)c1cn(C)cn1
    1	3	-2	10	1	4	-5	-10	8	-5	5
[54] C[C@H](CO)N1C[C@H](C)[C@H](CN(C)C)Oc2ccc(NS(=O)(=O)c3ccc(F)cc3)cc2CC1=O
    0	4	-2	11	19	7	9	-7	-9	6	4
